Screening data (PubChem)
ERG-DNA inh – blocks human ERG Ets domain binding to DNA; P11308; fluorescence polarization, His-ERG Ets domain / labelled DNA; Potency, µM (highest dose often 76.9 µM), inactives show at the highest dose FP activity, negative = inhibition, usual class: inhibitors; 370,000 compounds, 0.028% hits; active means well fitted inhibition curve with a large enough effect in the polarisation, with a control signal flat; inconclusive means small, poorly fitted or top-dose-only effect, or effect the other way, or a change in a side signal; inactive means no such curve, though single readings can be large or run the other way; the % refers to the polarisation;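 further: polarization taken with two DNA probes labelled with fluorescein and Texas red; potency means the concentration at half of the fitted maximal effect; % of control where 0% means no effect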
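His-tagged ERG Ets domain (1 uM in the protein solution; 300mM KCl, 50mM Tris-HCl, 1mM EDTA, 1mM DTT, pH 7.5) received compound, then a probe mix of 5 nM fluorescein-DNA and 100nM Texas-615-DNA. Fluorescence polarization was read for both dyes.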
RGS4 inhibitor – blocks human RGS4-accelerated GTP hydrolysis; 390,000 compounds, 0.039% hits; P49798; Transcreener GDP fluorescence polarization, RGS4-accelerated GTP hydrolysis; Potency, µM (top dose mostly 114 µM), for the others: at the top dose activity change, negative = inhibition, usual class: inhibitors; further: potency means the concentration at half of the fitted maximal effect; on the % scale 0 is the no-effect control and ±100 the full control effect; nearly all actives have a fitted effect of over 75% in size; some results filed as inactive show a strong effect at the top dose
Target sequence (P49798 whole entry, looked up): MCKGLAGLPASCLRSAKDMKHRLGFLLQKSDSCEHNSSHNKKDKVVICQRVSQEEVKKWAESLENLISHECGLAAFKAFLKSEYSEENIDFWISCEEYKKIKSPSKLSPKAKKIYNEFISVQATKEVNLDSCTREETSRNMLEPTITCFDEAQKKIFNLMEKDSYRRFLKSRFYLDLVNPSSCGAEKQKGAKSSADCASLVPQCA
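MLSMR compounds (23 nl, pin-transferred) preincubated 10 min at room temperature with a 500nM (2x) first reagent, then RGS4 at 900nM (2x) plus Transcreener GDP mix added; fluorescence polarization (620/688 nm) read before and after 90 min at 30 °C.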
12-LOX inh – blocks human arachidonate 12S-lipoxygenase; P18054; purified 12hLO, xylenol orange hydroperoxide absorbance; Potency, µM (titrated, usually from 108 µM), without a hit: at the top dose activity change, negative = inhibition, usual class: inhibitors; 580,000 compounds, 1.1% hits; further: potency means the concentration at half of the fitted maximal effect; on the % scale 0 is the no-effect control and ±100 the full control effect
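Hydroperoxide product was detected by ferrous iron/xylenol orange as the 573 to 405 nm absorbance ratio. Arachidonic acid at 40 uM (final) was turned over for 30 min at room temperature by 150 nM human 12hLO, pH 7.0 Hepes buffer, after 15 min compound preincubation.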
GRP78 ERSR act – induces the endoplasmic reticulum stress response in human glioma cells | U87-MG GRP78 promoter luciferase reporter, 16 h | Potency, µM, for the others: at the highest dose activation, hits mostly activators | 420,000 compounds, 0.02% hits | AID 602332; further: potency means the concentration at half of the fitted maximal effect; series mostly up to about 76 µM; % of control where 0% means no effect; nearly all actives have a fitted effect of over 35% in size
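Stably transfected U87-MG glioma cells carrying a GRP78-based luciferase sensor; 16 h compound incubation. Luminescence end-point read 10 min after Bright-Glo addition at room temperature.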
Vif-A3F inh – inhibitors of Vif-A3F interaction | HeLa A3F-eYFP + Vif (tagged APOBEC3F with the HIV-1 protein that degrades it), YFP fluorescence increase | AID 602313 | Potency, µM (titrated, usually from 46.1 µM), inactives show at the top dose activity, negative = active | 390,000 compounds, 0.2% hits; further: potency means the concentration at half of the fitted maximal effect; % of control where 0% means no effect; nearly all actives have a fitted effect of over 65% in size
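Fluorescence increase (Ex 488/Em 500-530) after overnight compound treatment at 37 deg C flags inhibition of Vif-driven A3F-eYFP loss in stable HeLa A3F-eYFP/Vif cells seeded overnight beforehand.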
D2 agonist – D2 dopamine receptor (human) agonism | P14416 | 340,000 compounds, 0.53% hits | activation, % at 2 µM | HEK293 T-REx D2 cells, calcium flux agonist mode | AID 485358;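 active means activation over 3 SD above normal in the single-dose calcium agonist read, cut at about 30% in these data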; further: 0% is about no effect
Target sequence (P14416 whole entry, looked up): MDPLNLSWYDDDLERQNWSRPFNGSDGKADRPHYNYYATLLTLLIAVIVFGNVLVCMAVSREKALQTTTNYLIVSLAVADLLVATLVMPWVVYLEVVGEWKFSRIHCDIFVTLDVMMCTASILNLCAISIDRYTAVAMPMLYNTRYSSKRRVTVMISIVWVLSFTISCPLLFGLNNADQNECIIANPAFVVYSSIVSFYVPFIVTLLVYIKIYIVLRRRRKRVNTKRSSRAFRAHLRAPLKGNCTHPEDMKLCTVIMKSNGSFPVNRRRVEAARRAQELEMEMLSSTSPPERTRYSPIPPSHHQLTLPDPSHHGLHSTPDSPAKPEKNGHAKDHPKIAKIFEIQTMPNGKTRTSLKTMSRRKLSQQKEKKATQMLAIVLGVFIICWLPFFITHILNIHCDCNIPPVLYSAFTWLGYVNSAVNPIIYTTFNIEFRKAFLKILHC
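In this primary screen, compounds producing a positive calcium signal within 180 s of addition to tetracycline-induced, force-coupled HEK293 Trex D2 cells are flagged; cells are dye-loaded with a no-wash calcium kit beforehand.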
LDHA block – LDHA (human) enzyme inhibition; P00338; purified LDHA, NADH/diaphorase-resazurin fluorescence; active compounds read low; activity change, % (values are at about 110 or 230 µM); 480,000 compounds, 0.15% hits; AID 1347041; in the data active means activity change below about -30%; inconclusive means mostly about -25% to -30%;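 further: plate controls were DMSO wells for no effect and wells without enzyme for full effect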
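Human LDH5 at 2 nM final in Tris HCl pH 7.4 with 0.06 mM NADH and 0.2 mM pyruvate, reacted 5 minutes at room temperature. Remaining NADH coupled via diaphorase/resazurin; resorufin fluorescence read at 0 and 20 minutes, normalized to enzyme-free and DMSO wells.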
Vif-A3G inh – inhibitors of Vif-APOBEC3G interaction; 410,000 compounds, 0.076% hits; AID 602310; HeLa A3G-eYFP + Vif (tagged APOBEC3G with the HIV-1 protein that degrades it), YFP fluorescence, overnight; Potency, µM (series often up to 46.1 µM), for the others: top-dose activity, negative = active, actives largely listed as inhibitors;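 further: potency means the concentration at half of the fitted maximal effect; on the % scale 0 is the no-effect control and ±100 the full control effect; nearly all actives have a fitted effect of over 60% in size; hits raise eYFP signal because A3G escapes Vif-driven loss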
Target sequence (Q9HC16 whole entry, looked up): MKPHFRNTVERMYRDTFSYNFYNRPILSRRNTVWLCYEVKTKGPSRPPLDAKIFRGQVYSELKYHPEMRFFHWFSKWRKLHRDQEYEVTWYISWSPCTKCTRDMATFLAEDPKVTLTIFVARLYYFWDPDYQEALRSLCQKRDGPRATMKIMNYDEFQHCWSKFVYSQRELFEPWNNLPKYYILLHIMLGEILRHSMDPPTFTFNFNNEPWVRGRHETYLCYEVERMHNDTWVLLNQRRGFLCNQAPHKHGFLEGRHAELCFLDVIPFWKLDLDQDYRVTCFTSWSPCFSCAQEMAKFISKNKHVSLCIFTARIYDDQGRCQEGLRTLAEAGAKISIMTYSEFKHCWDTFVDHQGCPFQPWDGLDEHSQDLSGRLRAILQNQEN
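HeLa cells stably expressing Vif and C-terminally eYFP-tagged A3G, seeded overnight at 37 deg C, then exposed to compound by pintool overnight at 37 deg C. Rise in yellow fluorescence (Ex 488/Em 500-530, Acumen) marks blocked Vif-driven A3G degradation.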
D2 antagonist – antagonizes the human D2 dopamine receptor. P14416. HEK293 TREx D2 cells, calcium flux, dopamine EC80. inhibition, % at 10 µM. 340,000 compounds, 2% hits; in the data active means inhibition above about 30%; further: 0% is about no effect
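Tetracycline-induced HEK293 T-REx cells expressing D2 force-coupled to calcium signalling were dye-loaded, exposed to compound for 180 s, then challenged with an EC80 of dopamine; calcium flux was followed kinetically for a further 180 s.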
Active calls of the source: *; i = inactive; ? = inconclusive; nt = no result given; & = joins results of further samples; [ ] = another dose, or the depositor's remark. Unless noted, the call rests on the fitted dose curve; in most records, active means well fitted curve in the direction sought with a large enough effect; inconclusive means small, poorly fitted or top-dose-only effect, or another doubt; inactive means no such curve, though single readings can be large; an effect the other way counts as inactive or inconclusive. These rows are one share of the data; rates above refer to the full screens.

smiles	ERG-DNA inh	RGS4 inhibitor	12-LOX inh	GRP78 ERSR act	Vif-A3F inh	D2 agonist	LDHA block	Vif-A3G inh	D2 antagonist
Cc1ncc(CO)c(/C=N/Nc2cccc(Cl)n2)c1O	3%	-20%	?	9%	0%	0.5	1	-12%	9
CC(C)N1C(=O)c2ccccc2C1C(=O)NCCc1ccccc1 (configuration not stated)	1%	-4%	19%	-3%	7%	-0.1	-8	-11%	-7
COC(=O)c1ccc(Nc2ncnc3sccc23)cc1	-8%	-33%	-30%	10%	-17%	0.8	0	-12%	7
CCc1cccc2cc3c(N)c(C(=O)Nc4ccc(S(=O)(=O)N5CCCC5)cc4)sc3nc12	-1%	-50%	?	-3%	?	18	3	3.5µM*	-3
Cc1cc(N2CCN(C(=O)c3ccco3)CC2)n2nc(-c3cccc(F)c3)cc2n1	-2%	-27%	-6%	-2%	-2%	-0.5	-5	0%	-5
COc1ccc(NC(=O)Nc2ccc3c(c2)C(=O)N([C@H](C)CO)C[C@H](C)[C@@H](CN(C)C(=O)Nc2ccccc2)O3)cc1	9%	20%	-2%	3%	0%	nt	3	0%	nt
Cc1ccc(SC[C@H](CC(C)C)N2CCN(C)CCC2=O)cc1	-3%	-14%	2%	2%	-6%	0.4	-4	-2%	3
O=C(CN1CCN(S(=O)(=O)c2ccc(F)cc2)CC1)NC1CC1	-6%	-1%	0%	-2%	2%	nt	-2	2%	nt
NC(=O)[C@H]1CC2(CC(c3cccc(NC(=O)COc4ccc(Cl)cc4)c3)=NO2)CN1C(=O)C(c1ccccc1)c1ccccc1 (some centres not stated)	1%	-26%	-15%	-4%	5%	0.2	-3	6%	-9
CC(O)Cn1c(=O)c2c(nc(Br)n2Cc2ccccc2)n(C)c1=O (configuration not stated)	0%	-16%	-8%	-5%	0%	0.0	5	-5%	-7
O=C(NCc1cccc(Br)c1)c1cnn(-c2ccc(F)cc2)c1-n1cccc1	-1%	-8%	-27%	-2%	-5%	nt	1	-3%	nt
COc1ccc(NC(=O)c2ccc3nc(C(C)C)oc3c2)cc1OC	0%	-2%	-2%	1%	-18%	-1.3	7	3%	nt
C=C(C)COc1ccc2c(C)c(CC(=O)N3C[C@H]4C[C@@H](C3)c3cccc(=O)n3C4)c(=O)oc2c1C	0%	13%	16%	2%	6%	-1.2	-2	-1%	25
O=C(O)CC1S/C(=N\N=C2CCCCCC2)N(c2ccccc2)C1=O (configuration not stated)	3%	19%	0%	-3%	-5%	nt	-5	-5%	nt
CSc1ccc(C(=O)C2CCCN(C(=O)c3ccc(C)nc3)C2)cc1 (configuration not stated)	-3%	21%[56.9 µM]	-25%	-1%	7%	0.6	-2	2%	9
Cc1ccc2nc3n(c(=O)c2c1)-c1cc2ccccc2cc1C(=O)NC3CC(C)C (configuration not stated)	nt	nt	?	-2%	0%	nt	3	2%	nt
Cn1c(SCC(=O)NNC(=O)c2ccccc2)nnc1C1CC1	2%	-22%	14%	-3%	2%	0.6	-3	0%	14
N=C(N)c1ccc(N)cc1	-14%	?	?	-4%&-3%	5%	-0.2	-7&1	0%	-9
CCOc1ccccc1NC=C1C(=O)OC2(CCCCC2)OC1=O	nt	-3%	1%[57.4 µM]	-2%	-6%	0.0	6	1%	-21
O=C(CSc1nnc(-c2ccc(F)cc2)o1)Nc1ccccc1N1CCOCC1	-1%	-26%	0%	-3%	-3%	nt	-4	-1%	nt
COCC1CCCCN1C(=O)c1ccc(OC)c(OC2CCN(C(C)C)CC2)c1 (configuration not stated)	-6%	-30%	41%[activator]	1%	4%	0.5	0	0%	-4
CCOC(=O)c1[nH]c(C)c(C(=O)NCc2ccc(Cl)cc2)c1C	-6%	-11%	-2%	-3%	-3%	-0.5	2	-2%	-1
Cc1cc(C)c(C(=O)c2cccs2)c(C)c1	2%	-12%	?	0%	1%	nt	2	1%	nt
CCOc1ccc(NC(=O)CSc2nc3ccccc3c(=O)n2CCC(=O)NC2CCCCC2)cc1	-2%	3%	-17%	-4%	-2%	-1.7	-3	0%	nt
CC1(C)CC(=O)c2c(oc3c(Cl)cc(NS(=O)(=O)c4ccc(Br)cc4)cc23)C1	5%	3%	-16%	-5%	-2%	1.0	-8	1%	nt
CC(C)(C)C1CCC(=NNC(=O)c2ccccc2-n2cccc2)CC1 (configuration not stated)	-8%	-7%	29%	-3%	3%	0.6	0	0%	1
O=C1CC(=O)OC(c2ccc([N+](=O)[O-])cc2)O1	nt	nt	nt	-12%	3%	nt	0	?	nt
Cc1cc(C)cc(OCC(=O)NCC2(N3CCOCC3)CCCCC2)c1	3%	-12%	?	-5%	1%	-1.6	0	0%	nt
COc1ccc(CC(=O)Oc2cc(C)[nH]c(=O)c2[N+](=O)[O-])cc1	5%	8%	-30%	1%	6%	0.9	-4	-4%	-12
CCOc1ccc(-n2c(=O)c3c(C)c(C)sc3n(CC(=O)Nc3ccc(CC)cc3)c2=O)cc1	-5%	23%	-6%	-2%	-9%	nt	-12	-5%	nt
COc1cc(/C=C(\C#N)c2nc3ccccc3[nH]2)ccc1Oc1ccc([N+](=O)[O-])cn1	-4%	-38%	7%	-1%	?	-0.4	-4	?	-26
O=C(Nc1ccc(C(=O)O)cc1)/C(=C\c1ccccc1)NC(=O)c1ccco1	12%	4%	11%	1%	6%	-3.0	-4	1%	14
COc1ccc(C2CC(C(F)(F)F)n3ncc(C(=O)Nc4cccc(O)c4)c3N2)cc1OC (configuration not stated)	8%	-25%	0%	2%	3%	1.4	-3	-1%	5
Cc1c(CC(=O)NCC(=O)O)c(=O)oc2cc3c(cc12)CCC(C)(C)O3	4%	-7%	30%	-5%	-3%	1.0	-9	0%	20
CCOC(=O)N1CCC(NC(=O)c2ccc3c(c2)N(Cc2ccc(F)cc2)C(=O)c2ccccc2S3=O)CC1 (configuration not stated)	-2%	5%	-14%	3%	-2%	0.5	-4	-7%	nt
CNC(=S)N(CCN(C)C)Cc1cc2cc3c(cc2[nH]c1=O)OCO3	-12%	0%	2%	-4%	-16%	nt	-1	0%	nt
Cc1cc(C)c(NC(=O)CSc2nc3nccnc3c(=O)n2CCc2c[nH]c3ccccc23)c(C)c1	-1%	-12%	-9%	3%	7%	0.9	-1	-11%	nt
Cc1nn(C)c(C)c1NC(=S)Nc1ccc(S(=O)(=O)Nc2ncccn2)cc1	7%	-10%	-12%	-3%	-14%	0.8	2	1%	31*
O=C(O)Cc1cn(Cc2ccc(F)cc2)c2ccccc12	6%	-4%	-8%	-1%	8%	0.1	-1	1%	9
COc1ccc(-c2cnc3n2CCCCC3)cc1	-5%	-7%	278%[activator]	-4%	0%	-1.1	0	1%	8
COc1cc(CNCC2CCCO2)ccc1OCC(N)=O (configuration not stated)	?	15%	3%	-1%	-1%	0.9	-15	2%	1
OC[C@@H]1CN(Cc2ccco2)C[C@H](n2cnc3c(NCc4ccc(F)cc4)ncnc32)O1	nt	nt	-22%	-2%	nt	nt	-3	-2%	nt
O=C(CCOc1ccccc1)N(Cc1cccnc1)c1nc2ccc(Cl)cc2s1	4%	?	-18%	-3%	0%	1.4	-7	-2%	nt
Cc1noc(C)c1C(=O)OC(C)C(=O)NC(C)c1ccc(Cl)cc1Cl (configuration not stated)	5%	-11%	15%	-3%	-11%	nt	0	6%	nt
O=C(N/N=C/c1ccc(Cl)cc1Cl)c1ccncc1	2%	7%	0%	6%	-14%	-1.1	-11	-8%	0
COc1ccc(CNC(=O)C2=C(C)C(=O)OC23CCCCC3)cc1	-15%	-44%	-23%	0%	-3%	-0.9	-10	5%	nt
O=C(OCc1cnc(Cl)s1)c1cccc(Cl)c1Cl	-4%	-11%	?	-3%	4%	0.2	-3	0%	3
COc1cc([N+](=O)[O-])ccc1NC(=O)NNC(=O)C(C)Oc1ccc(F)cc1F (configuration not stated)	3%	2%	i	-3%	-1%	0.3	-6	-6%	8
CCc1ccccc1NC(=O)CSc1nnc(-c2ccncc2)o1	-3%	29%	2%	3%	11%	0.8	-10	-1%	-12
COc1ccc(NC(=O)c2cc(-c3ccc(C)c(C)c3O)n[nH]2)cc1Cl	4%	26%[56.9 µM]	0%	1%	-35%	0.6	-14	-2%	8
COc1cccc(C2[C@H](C)C3(CCN2C)OCCO3)c1 (some centres not stated)	4%	-4%	12%	-5%	-1%	-2.4	-4	-2%	-12
Cn1cc(CC(=O)NCCCN2CCCC2=O)c2ccccc21	1%	8%	5%	-2%	-6%	0.9	2	0%	-8

A second format for two compounds above.
OC[C@@H]1CN(Cc2ccco2)C[C@H](n2cnc3c(NCc4ccc(F)cc4)ncnc32)O1
- ERG-DNA inh: nt
- RGS4 inhibitor: nt
- 12-LOX inh: -22%
- GRP78 ERSR act: -2%
- Vif-A3F inh: nt
- D2 agonist: nt
- LDHA block: -3
- Vif-A3G inh: -2%
- D2 antagonist: nt

O=C(CCOc1ccccc1)N(Cc1cccnc1)c1nc2ccc(Cl)cc2s1
- ERG-DNA inh: 4%
- RGS4 inhibitor: ?
- 12-LOX inh: -18%
- GRP78 ERSR act: -3%
- Vif-A3F inh: 0%
- D2 agonist: 1.4
- LDHA block: -7
- Vif-A3G inh: -2%
- D2 antagonist: nt
